TRPC4 PAM: positive allosteric modulators of TRPC4, primary screen, cell-based, mouse TRPC4beta, HEK293 mu-opioid, Fluo-4 calcium; actives 0.42% (n = 310,000); Short transient receptor potential channel 4 (Mus musculus), Q9QUQ5; DAMGO EC20, Fluo-4 Ca2+ flux; active compounds read high; AID 2227, 2009; B-score at 10 µM;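 active = B-score of calcium response area above 5 SD of library B-scores, with initial fluorescence ratio within 5 SD of library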;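 also: B-score of integrated fluorescence ratio over time as area under calcium response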
KCNK3 inh: human KCNK3 channel inhibitors, primary screen, CHO cells, FluxOR thallium flux, B-score. Potassium channel subfamily K member 3 (Homo sapiens), O14649. FluxOR fluorescence; active compounds read low. B-score at 10 µM. actives 0.84% (n = 340,000);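 active = B-score under library mean minus 4 SD, starting fluorescence ratio at most library mean plus 5 SD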;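 also: more negative B-score means stronger inhibition of thallium flux through KCNK3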
Target sequence (O14649 whole entry, looked up): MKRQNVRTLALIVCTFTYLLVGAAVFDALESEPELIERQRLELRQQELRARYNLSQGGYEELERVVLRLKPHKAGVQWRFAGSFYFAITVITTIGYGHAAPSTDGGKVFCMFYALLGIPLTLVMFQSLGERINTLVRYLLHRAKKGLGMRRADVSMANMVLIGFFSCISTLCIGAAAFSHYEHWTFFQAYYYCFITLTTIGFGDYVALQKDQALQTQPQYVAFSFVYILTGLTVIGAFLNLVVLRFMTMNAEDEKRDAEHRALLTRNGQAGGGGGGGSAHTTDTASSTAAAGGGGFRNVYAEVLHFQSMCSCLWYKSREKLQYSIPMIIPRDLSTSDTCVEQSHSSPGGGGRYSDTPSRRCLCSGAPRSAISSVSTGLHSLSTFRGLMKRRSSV
TRPC4 act: activators of mouse TRPC4 channel, primary screen, Fluo4 calcium, HEK293 TRPC4beta/mu-opioid cells | actives 0.49% (n = 310,000) | B-score at 10 µM | Fluo4 calcium fluorescence; active compounds read high | AID 2237, 2010;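 active = B-score above 5 SD of library B-scores, and initial fluorescence ratio not above library mean plus 5 SD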;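 also: positive B-score marks a calcium rise read as TRPC4 activation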
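Incubation: 45 min room-temperature Fluo4 loading, 110 s read / System: HEK293 cells stably co-expressing mouse TRPC4beta and mu-opioid receptor / Signal: Fluo4 fluorescence, kinetic / Control set: buffer (low) and maximal DAMGO (high) / Measure: integrated baseline-normalised fluorescence ratio, converted to per-well B score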
KCNQ1 act: potentiators or activators of KCNQ1 channel, primary screen, cell-based, thallium flux, high-throughput; Potassium voltage-gated channel subfamily KQT member 1 (Homo sapiens), P51787; CHO-K1 KCNQ1, thallium flux FluxOR fluorescence; active compounds read high; B-score at 10 µM; actives 0.35% (n = 310,000);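 active = fluorescence ratio B-score, a plate-corrected score, at least three library SD, with initial intensity B-score within 5 SD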
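System: CHO-K1 cells stably expressing KCNQ1 / Medium: assay buffer for compound exposure, DMSO matched across wells / Reagent: thallium- and potassium-containing depolarizing buffer / Compound: one concentration, matched DMSO / Incubation: 20 min compound pretreatment at room temperature / Measured by: kinetic FluxOR fluorescence, 10 s baseline plus 110 s post-stimulus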
Dyrk1A ADPGlo: rat Dyrk1A kinase inhibitors, primary screen, biochemical, single point, plate reader; ADP-Glo luminescence, NFATc1 peptide; inhibition, % at 12.5 µM; actives 0.43% (n = 310,000); AID 504441, 2011; in the data active = inhibition above about 50%;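 also: plate controls were vehicle with enzyme for no effect and no enzyme for full effect; many of its hits are not listed in these tables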
ANO1 block: TMEM16A chloride channel inhibitors, primary screen, cell-based, HTS. HEK293 TMEM16A/YFP iodide influx fluorescence, ionomycin. normalized B-score (activity score, 25-100; higher = stronger inhibition) at 10 µM. actives 1.2% (n = 310,000). AID 588511, 2011;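 active = ratio plate-corrected score three or more library SD toward inhibition, starting fluorescence score within five deviations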;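 also: score derived from kinetic fluorescence span divided by baseline fluorescence per well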
HDAC3 inh: HDAC3 deacetylase inhibitors, primary screen, biochemical, fluorescence, cell-free homogeneous | actives 0.15% (n = 320,000) | Histone deacetylase 3 (Homo sapiens), O15379 | inhibition, % at 8.3 µM | recombinant HDAC3, fluorogenic peptide/trypsin coupled; in the data active = inhibition above about 26%, passing the limit was not always enough
Target sequence (O15379 whole entry, looked up): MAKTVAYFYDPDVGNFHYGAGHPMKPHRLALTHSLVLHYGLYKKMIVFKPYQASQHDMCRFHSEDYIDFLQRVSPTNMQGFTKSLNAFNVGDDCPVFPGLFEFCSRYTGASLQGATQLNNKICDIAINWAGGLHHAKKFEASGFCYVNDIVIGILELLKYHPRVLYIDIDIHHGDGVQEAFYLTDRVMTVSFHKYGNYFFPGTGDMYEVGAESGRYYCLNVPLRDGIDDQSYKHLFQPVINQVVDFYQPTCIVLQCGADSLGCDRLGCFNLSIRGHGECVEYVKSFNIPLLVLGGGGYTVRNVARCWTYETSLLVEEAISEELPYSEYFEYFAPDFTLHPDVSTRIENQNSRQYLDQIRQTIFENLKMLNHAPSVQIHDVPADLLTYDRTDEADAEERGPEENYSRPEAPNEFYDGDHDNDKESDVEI
KCNQ1 inh: inhibitors of human KCNQ1 channel, primary screen, cell-based, thallium flux, high-throughput. Potassium voltage-gated channel subfamily KQT member 1 (Homo sapiens), P51787. CHO-K1 KCNQ1, FluxOR thallium flux fluorescence; active compounds read high. B-score at 10 µM. actives 1.3% (n = 310,000). AID 2642, 2010;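 active = compounds whose thallium flux B-score, printed positive for inhibition, exceeds three library SD while starting fluorescence stays within three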;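 also: channel opened by potassium depolarization with thallium stimulus after 20 min compound exposure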
ANO1 activ: TMEM16A chloride channel activators or potentiators, primary screen, cell-based, HTS; B-score at 10 µM; HEK293 TMEM16A/YFP-H148Q/I152L, iodide quench fluorescence; active compounds read low; Anoctamin-1 (Mus musculus), Q8BHY3; actives 0.3% (n = 340,000);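 active = fluorescence-ratio B-score plate-corrected deviation score at least 3 library SD below zero, with starting fluorescence score within 5 deviations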;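 also: channel opened by trigger with iodide after compound preincubation; score built on the fluorescence ratio of max minus min over baseline; more negative score means more quench and so TMEM16A activation or potentiation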
KCNK9 inh: KCNK9 potassium channel inhibitors, primary screen, HEK293 cells, thallium flux; Potassium channel subfamily K member 9 (Homo sapiens), Q9NPC2; FluxOR thallium flux fluorescence; active compounds read low; B-score at 10 µM; actives 1.2% (n = 310,000);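 active = ratio B-score over 3 SD below the library mean, with starting fluorescence within 5 SD of its mean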;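 also: negative B-score means less thallium flux so channel inhibition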
hERG rescue: hERG rescue from dofetilide block, primary screen, cell-based, CHO-hERG, FluxOR thallium flux, dofetilide IC70. AID 1511, 2009. Voltage-gated inwardly rectifying potassium channel KCNH2 (Homo sapiens), Q12809. actives 0.51% (n = 310,000). activation (rescue from dofetilide block), less the hit threshold, % at 10 µM. dofetilide IC70 present;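 active = activation above the mean of controls blocked by dofetilide plus 5 SD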;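 also: thallium influx through hERG after potassium depolarization seen as dye fluorescence rise; in these data hits start at about 4.7%; inactives centre near -7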
Active calls of the source: *; i = inactive; . = no result given. This is a subset (hit frequency here may not be typical).

structure	TRPC4 PAM	KCNK3 inh	TRPC4 act	KCNQ1 act	Dyrk1A ADPGlo	ANO1 block	HDAC3 inh	KCNQ1 inh	ANO1 activ	KCNK9 inh	hERG rescue
COc1cccc(NC(=O)C(C)N2C(=O)c3ccccc3C2=O)c1 (stereo not given)	i	i	i	i	-1	i	1	i	i	i	-9
N#Cc1cc(-c2cccc(Cl)c2)c[nH]c1=O	i	i	i	i	5	i	-2	i	i	i	-9
O=C(Nc1ncccc1O)c1ccc(Oc2ccccc2)cc1	i	i	i	i	-7	i	56*	i	i	i	-8
[O-]/C(=C(\C(=S)NCc1ccco1)[n+]1ccccc1)c1ccccc1Br	i	i	i	i	9	i	2	i	i	i	-6
CCOc1cc(CNCCCN2CCOCC2)cc(Br)c1OCc1ccccc1Cl	i	i	i	i	7	i	12	i	i	i	-33
Cc1cc(C)c(OCC(=O)N(C)CC(=O)Nc2ccc(N3CCOCC3)cc2)c(C)c1	i	i	i	i	1	i	7	i	i	i	-9
CNc1ccc(/C=C/C(=O)c2ccc(C)cc2)cc1[N+](=O)[O-]	i	i	i	i	4	i	1	i	i	i	-3
CCN(CC)C(=O)CSC(Nc1cccc(F)c1)=C(C#N)C#N	i	i	i	i	.	i	5	i	i	i	-5
Cc1cccc(N2CCN(c3ccc4cc(S(=O)(=O)N5CCCCC5)ccc4n3)CC2C)c1 (stereo not given)	i	i	i	i	-5	i	-4	i	i	i	-8
O=C(O)C1=C[C@H](c2csc3ccccc23)C[C@H](OCc2ccc(CO)cc2)O1	i	i	i	i	7	i	0	i	i	i	-8
CC1(C)CC(NC(=O)c2ccccc2F)CC(C)(C)N1	i	i	i	i	.	i	2	i	i	i	-6
O=C1Nc2cc(C(=O)N3CCN(c4ccccc4F)CC3)ccc2NC1CSCc1ccccc1F (stereo not given)	i	.	i	i	.	i	1	i	.	i	-15

structure	TRPC4 PAM	KCNK3 inh	TRPC4 act	KCNQ1 act	Dyrk1A ADPGlo	ANO1 block	HDAC3 inh	KCNQ1 inh	ANO1 activ	KCNK9 inh	hERG rescue
CCOc1ccc(/C=N/OC(C)C(=O)NCc2ccc3c(c2)OCO3)cc1 (stereo not given)	i	i	i	i	9	i	-3	i	i	i	-5
CC(C)(C)c1ccc(OCCNCc2ccccc2)cc1	i	i	i	i	10	i	-1	i	i	i	-15
Cc1ccccc1N(C(=O)CCC(=O)Nc1ccccn1)C(C(=O)NC(C)C)c1ccc(F)cc1 (stereo not given)	i	i	i	i	3	i	-5	i	i	i	-7
CC(=O)N(c1nc(/C=C\C(=O)O)cs1)c1ccccc1F	i	i	i	i	4	i	-1	i	i	i	-10
O=C(Cn1nc(-c2ccco2)ccc1=O)Nc1cc(C(F)(F)F)ccc1Cl	i	i	i	i	4	i	12	i	i	i	-7
CC(C)(O)C(=O)NNC(=S)NCc1ccco1	i	i	i	i	-4	i	1	i	i	i	-3
CC(/C=C/c1ccc(Cl)o1)=C\C(=O)O	i	i	i	i	-5	i	3	i	i	i	1
CCOC(=O)NCN1C(=O)C2C3C=CC(C3)C2C1=O (stereo not given)	i	i	i	i	-3	i	-2	i	i	i	-8
CCN(CC)c1ccc(C=O)c(OC)c1	i	i	i	i	-5	i	-1	i	i	i	-2
CC1CCCCC12NC(=O)N(CC(=O)c1ccc(Cl)s1)C2=O (stereo not given)	i	i	i	i	-3	i	1	i	i	i	-12
O=C(O)[C@H](Cc1ccccc1)NC(=O)N1CCN(c2cccc(C(F)(F)F)c2)CC1	i	i	i	i	0	i	3	i	i	i	-6
CCc1ccc(CCC(=O)Nc2ccc(C)cc2C)o1	i	i	i	i	-7	i	5	i	i	i	-4

structure	TRPC4 PAM	KCNK3 inh	TRPC4 act	KCNQ1 act	Dyrk1A ADPGlo	ANO1 block	HDAC3 inh	KCNQ1 inh	ANO1 activ	KCNK9 inh	hERG rescue
CC(=O)c1c(C)[nH]c(C(=O)CSc2nnc(N)s2)c1C	i	i	i	i	-2	i	0	i	i	i	-8
CCN1c2ccccc2-c2nc3ccccc3n2C1c1cccnc1 (stereo not given)	i	i	i	i	9	i	-36	i	i	i	-9
O=C(CCN=C1NS(=O)(=O)c2ccccc21)OCC(=O)c1ccc(F)cc1	i	i	i	i	-1	i	-13	i	i	i	-15
O=C(CN1CCCC1=O)NC1CCCc2c1cnn2-c1cc(F)cc(F)c1 (stereo not given)	i	i	i	i	12	i	4	i	i	i	-6
CCCCCCCCCS(=O)(=O)N/N=C/c1cccc([N+](=O)[O-])c1	i	i	i	i	-9	100*	-2	8*	i	i	-10
Cc1ccc(-c2n[nH]c(=S)n2/N=C/c2sccc2C)cc1	i	i	i	i	7	i	-3	i	i	i	-2
Cc1cccc(C(=O)Nc2ccccc2NC(=O)c2cccc(C)c2)c1	i	i	i	i	.	i	8	i	i	i	-7
O=C(CSc1nnc(SCc2ccc(Cl)cc2)s1)N/N=C/c1c[nH]c2ccccc12	i	i	i	i	1	i	-6	i	i	i	-11
Cc1c2c(n3c(nc4ccccc43)c1C#N)N(CCN1CCOCC1)CC2	i	i	i	i	.	i	-116	i	i	i	-10
Cc1nc2c(-c3ccc(Cl)cc3)c(C)[nH]n2c(=O)c1Cc1ccccc1	i	i	i	i	-2	i	-7	i	i	i	-7
Cc1cccc(-n2ncc3c(N4CC(C)CC(C)C4)ncnc32)c1 (stereo not given)	i	i	i	i	1	i	3	i	i	-7.1*	-9
O=S1(=O)CCOC[C@H](c2ccccc2)N1Cc1cccc(F)c1	i	i	i	i	-2	i	2	i	i	i	-3

structure	TRPC4 PAM	KCNK3 inh	TRPC4 act	KCNQ1 act	Dyrk1A ADPGlo	ANO1 block	HDAC3 inh	KCNQ1 inh	ANO1 activ	KCNK9 inh	hERG rescue
COc1cc(Br)cc2cc(C(=O)OC3CCN(C)CC3)c(=O)oc12	i	i	i	i	2	i	-2	i	i	i	-2
CCCOC(=O)CCn1c(=S)oc2ccccc21	i	i	i	i	0	i	-1	i	i	i	-6
CN(CCC#N)C(=O)COC(=O)c1ccc(Cl)c(S(=O)(=O)N(C)c2ccccc2)c1	i	i	i	i	-5	i	-1	i	i	i	-4
COc1ccc(-n2cnnc2SCC(=O)Nc2cccnc2Cl)cc1	i	i	i	i	-1	i	-7	i	i	i	-8
C/C(=N\NC(=O)CNC(=O)C1COc2ccccc2O1)c1ccc(Cl)cc1 (stereo not given)	i	i	i	i	3	i	-7	i	i	i	-3
CCOC(=O)CNC(=O)c1ccc2c(c1)OCCO2	i	i	i	i	-8	i	-2	i	i	i	-3
CN1CCN(c2nc(-c3ccc(Cl)c(Cl)c3)nc3ccccc23)CC1	i	i	i	i	1	i	-3	i	i	i	-5
COc1ccc(OC)c(NC(=O)CSc2nnc(C3CCCCC3)n2N)c1	i	i	i	i	1	i	3	i	i	i	-14
CCOc1cccc2sc(N(CCCN(C)C)C(=O)c3ccc(S(=O)(=O)N(C)c4ccccc4)cc3)nc12	i	i	i	i	-64	i	3	i	i	i	-24
O=C(NCCc1c[nH]c2ccccc12)C1CCN(Cc2ccc(Br)cc2)CC1	i	i	i	i	2	i	1	i	i	i	-7
CC(c1ccccc1)n1c(Br)nc2c1c(=O)[nH]c(=O)n2C (stereo not given)	i	i	i	i	13	i	9	i	i	i	-2
COc1cccc(C(=O)NNC(=O)C2CC(C)=C(C)CC2C(=O)O)c1 (stereo not given)	i	i	i	i	-1	i	0	i	i	i	-9

structure	TRPC4 PAM	KCNK3 inh	TRPC4 act	KCNQ1 act	Dyrk1A ADPGlo	ANO1 block	HDAC3 inh	KCNQ1 inh	ANO1 activ	KCNK9 inh	hERG rescue
COC(=O)C1(CCSC)NC(c2ccccc2OC)C2C(=O)N(C)C(=O)C21 (stereo not given)	i	i	i	i	-3	i	0	i	i	i	-8
CCCNC(=O)c1ccccc1NC(=O)COc1cccc2c1OC(C)(C)C2	i	i	i	i	-4	i	.	i	i	i	-2
COc1ccc(Cc2[nH]n3c(=O)cc(C)nc3c2-c2ccccc2)cc1	i	i	i	i	3	i	-12	i	i	i	-4
CCC(C)(C)n1nnnc1C(c1ccc(OC)c(OC)c1)N1CCN(c2ccc(F)cc2)CC1 (stereo not given)	i	i	i	i	.	i	20	i	i	i	-10
O=C(NCCc1c[nH]c2ccccc12)C(=O)NCC(c1ccco1)N1CCN(c2ccccc2F)CC1 (stereo not given)	i	i	i	i	3	i	-1	i	i	i	-5
Cc1ccc(S(=O)(=O)Nc2cccnc2)cc1C	i	i	i	i	-3	i	-2	i	i	i	-9
O=C(CSc1nc2c(sc3ccccc32)c(=O)n1CCO)NCc1ccco1	i	i	i	i	-5	i	-2	i	i	i	-3
Cc1ccc2ncccc2c1NC(=S)NC(=O)c1ccccc1	i	i	i	i	-9	i	1	i	i	i	-16
COC(=O)CCC(=O)NNC(=O)c1cccc(Br)c1	i	i	i	i	-4	i	-6	i	i	i	-8

High-throughput results as filed in PubChem BioAssay.
